ELG1 repair inh – inhibitors of ELG1-dependent DNA repair in HEK293T cells; HEK293T ELG1-luciferase reporter, luminescence, 16 h; DNA damage induced by 5-fluorouridine; Potency, µM (highest dose often 46.1 µM), for the others: at the top dose activity change, negative = inhibition, actives largely listed as inhibitors; hit rate 2.3% among 330,000; note: potency is the fitted concentration of half-maximal effect; % is set by controls: 0 for no effect and ±100 for the full control effect; nearly all actives have a fitted effect of over 55% in size
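HEK293T cells expressing luciferase-tagged ELG1 (2,000/well) received 5-Fluorouridine plus compound or DMSO for 16 hr at 37 °C. Luciferase was read by ONE-Glo luminescence after 30 min at room temperature.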
B2AR arrestin – recruits beta-arrestin to the human beta2-adrenergic receptor; P07550; beta-arrestin recruitment to beta2AR, cell-based reporter; Potency, µM (doses to about 46.1 µM), for the others: at the highest dose activation, hits mostly activators; hit rate 0.02% among 330,000;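 note: potency is the fitted concentration of half-maximal effect; 0% = DMSO controls and full agonism = EC100 isoproterenol or metaproterenol; nearly all actives have a fitted effect of over 65% in size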
TCR act – T cell receptor activation; primary human leukocytes, anti-CD3, IL-2 HTRF, 48 h; Potency, µM (doses to about 9.22 µM), without a hit: top-dose activation of IL-2 secretion, usual class: activators; 330,000 tested, under 10 active; AID 504894; note: % of control where 0% means no effect
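Compounds are tested in HTS on primary human leukocytes co-incubated with a-CD3 beads for 48 hr. IL-2 output is measured by time-resolved FRET.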
PTAP TSG101 blk – blocks PTAP/TSG101 interaction to inhibit HIV-1 budding | 340,000 tested, under 10 active | Q99816 | Fluorescence polarization, FITC-PTAP peptide / Tsg101 binding | Potency, µM (series often up to 115 µM), for the others: top-dose activity change, negative = inhibition, usual class: inhibitors; active = well fitted inhibition curve with a large enough effect in the main read-out, with a control signal flat, not every such curve was filed as active; inconclusive = small, poorly fitted or top-dose-only effect, or effect the other way, or a change in a side signal; inactive = no such curve, though single readings can be large or run the other way; note: potency is the fitted concentration of half-maximal effect; % of control where 0% means no effect
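Fluorescence polarization binding of Tsg101 binding domain (10 uM final) to FITC-labeled PTAP peptide (50 nM final) in HEPES pH 7.5 buffer with NaCl, Tween 20, EDTA, TCEP. Compounds added before peptide; binding 20 min at RT.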
A-T KAP1 phos – potential ataxia-telangiectasia treatments restoring KAP-1 phosphorylation | […] A-T fibroblasts, KAP-1 phosphorylation AlphaLISA; neocarzinostatin DNA damage 30 min before lysis | Potency, µM (highest dose often 57.5 µM), for the others: at the highest dose activation, actives largely listed as activators | hit rate 0.19% among 320,000 | AID 485349; note: potency is the fitted concentration of half-maximal effect; % of control where 0% means no effect; nearly all actives have a fitted effect of over 45% in size
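ATM-like activity read as KAP-1 phosphorylation via AlphaLISA donor/acceptor antibody pairs after lysis and 6 hr at 25C. Cells were ATM-null patient fibroblasts ([…], hTERT), dosed 60 min, then exposed to the DSB inducer NCS for 30 min.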
CXXC DNA block – MLL CXXC-DNA interaction inhibition; hit rate 0.037% among 290,000; Q03164; MLL-CXXC / FITC-HOXA9 DNA fluorescence polarization; Potency, µM (top dose mostly 115 µM), for inactives: at the highest dose activity change, negative = inhibition, actives largely listed as inhibitors; active = well fitted inhibition curve with a large enough effect in the polarisation, with a control signal flat, not every such curve was filed as active; inconclusive = small, poorly fitted or top-dose-only effect, or effect the other way, or a change in a side signal; inactive = no such curve, though single readings can be large or run the other way; the % refers to the polarisation; note: potency is the fitted concentration of half-maximal effect
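Steps: dispense CXXC domain solution (7 uM) → pin compounds or unlabeled HOX-A9 DNA control → 5 min ambient → add FLSN-HOX-A9 solution (50 nM) → spin → 30 min ambient → fluorescence polarization. Tris pH 7.5/NaCl/DTT/BSA buffer.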
TRPV1 ag – activates the human vanilloid receptor TRPV1 | activation, % at 8.33 µM | hit rate 0.19% among 320,000 | Q8NER1 | TRPV1-expressing cells, Fluo-8 calcium influx, agonist mode; in the data active = activation above about 80%; inconclusive = between about 30% and that limit; note: 0% is about no effect
Target sequence (Q8NER1 whole entry, looked up): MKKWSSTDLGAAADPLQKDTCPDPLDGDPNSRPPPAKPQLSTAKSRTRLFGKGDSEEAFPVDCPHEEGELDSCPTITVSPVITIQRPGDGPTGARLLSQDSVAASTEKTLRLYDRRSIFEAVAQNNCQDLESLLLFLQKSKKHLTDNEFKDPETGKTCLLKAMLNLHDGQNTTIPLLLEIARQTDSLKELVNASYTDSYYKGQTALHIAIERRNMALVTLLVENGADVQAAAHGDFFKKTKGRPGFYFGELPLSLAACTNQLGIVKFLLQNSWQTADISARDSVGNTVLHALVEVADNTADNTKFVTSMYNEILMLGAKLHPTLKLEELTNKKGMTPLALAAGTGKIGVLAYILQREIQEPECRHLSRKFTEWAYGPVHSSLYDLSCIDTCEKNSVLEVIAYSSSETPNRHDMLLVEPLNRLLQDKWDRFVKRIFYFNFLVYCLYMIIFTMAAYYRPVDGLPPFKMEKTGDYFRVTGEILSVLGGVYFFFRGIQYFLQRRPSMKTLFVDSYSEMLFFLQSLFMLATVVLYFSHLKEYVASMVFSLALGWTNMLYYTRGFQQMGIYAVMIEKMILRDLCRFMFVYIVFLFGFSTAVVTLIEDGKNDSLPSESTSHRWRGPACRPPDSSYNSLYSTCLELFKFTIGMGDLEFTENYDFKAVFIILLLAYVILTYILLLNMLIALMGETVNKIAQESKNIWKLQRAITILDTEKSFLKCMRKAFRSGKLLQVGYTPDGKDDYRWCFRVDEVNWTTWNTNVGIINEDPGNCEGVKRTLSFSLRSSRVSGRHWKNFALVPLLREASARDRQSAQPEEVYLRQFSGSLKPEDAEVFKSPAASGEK
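Fluo-8 calcium influx in TRPV1-expressing cells, kinetic read (ex 480/em 520 nm). Compound added and read 3 min for agonist activity, followed by capsaicin at EC20 final and 2 min further read for enhancement.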
BRCA1 expr act – BRCA1 expression activation. Potency, µM (top dose mostly 46.1 µM), for inactives: at the top dose activation, usual class: activators. hit rate 1.1% among 380,000. AID 624202. MCF7-BRCA1-FFLuc reporter, luminescence, 48 h; response scale: scaled: vehicle 0%, 10 µM genistein 100%; note: potency is the fitted concentration of half-maximal effect; nearly all actives have a fitted effect of over 80% in size; some results filed as inactive show a strong effect at the top dose
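Reporter cells (MCF7, BRCA1 promoter-firefly luciferase) received library compounds across a concentration series for 48 h. End-point luminescence was measured and concentration-effect curves derived after normalization.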
p53 reactivator – mutant p53 re-activation in reporter cells; H1299 p53-A138V BP100-luciferase reporter, luminescence, 24 h; Potency, µM (highest dose often 92.2 µM), inactives show top-dose activity change, positive = activation, actives largely listed as activators; hit rate 0.063% among 320,000; note: potency is the fitted concentration of half-maximal effect; % of control where 0% means no effect; nearly all actives have a fitted effect of over 45% in size
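p53-null H1299 cells stably carrying temperature-sensitive p53-A138V and a BP100-luciferase reporter were pinned with compounds (4-point, 1:5 series) and held 24 hrs at 37 deg C. Luminescence was read 10 min after detection reagent.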
Integrin act MD – activates integrin-mediated alleviation for muscular dystrophy; alpha7betagal myoblasts, beta-gal FDG fluorescence, 48 h; hit rate 0.064% among 350,000; Potency, µM (top dose mostly 38.3 µM), without a hit: at the top dose activation, most hits filed as activators;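 note: potency is the fitted concentration of half-maximal effect; 100% = response of the positive control SU9516; nearly all actives have a fitted effect of over 60% in size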
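Alpha7betagal+/- myoblasts (passage 13) were plated 16-24 hr, then exposed to compounds (1:260 dilution of DMSO stock) for 48 hours at 37C. After MPER lysis, β-galactosidase reporter activity was read as FDG fluorescence (ex 480/em 540) after 30 minutes.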
* marks the source's active call; other numbers are inactive results; u = inconclusive; x = not tested or not shown; [ ] = dose if it differs, or a comment. Unless noted, calls come from the whole dose curve; as a rule, active = well fitted curve in the direction sought with a large enough effect; inconclusive = small, poorly fitted or top-dose-only effect, or another doubt; inactive = no such curve, though single readings can be large; an effect the other way counts as inactive or inconclusive.

Start of the listing, in advance (2 entries):
SMILES	ELG1 repair inh	B2AR arrestin	TCR act	PTAP TSG101 blk	A-T KAP1 phos	CXXC DNA block	TRPV1 ag	BRCA1 expr act	p53 reactivator	Integrin act MD
COC(=O)c1ccc(-c2ccc([C@H]3[C@H]4C=CC[C@@H](C)[C@@H]4C(=O)N3Cc3ccccc3)c(F)c2)cc1	-23%	-0.6%	6%	x	-13%	5%	1	-19%	4%	-32%
CC(=N)c1c(O)cc(C)oc1=O	x	x	1%	-6%	x	x	x	-7%	x	-6%

This part in full (from the top)
SMILES	ELG1 repair inh	B2AR arrestin	TCR act	PTAP TSG101 blk	A-T KAP1 phos	CXXC DNA block	TRPV1 ag	BRCA1 expr act	p53 reactivator	Integrin act MD
COC(=O)c1ccc(-c2ccc([C@H]3[C@H]4C=CC[C@@H](C)[C@@H]4C(=O)N3Cc3ccccc3)c(F)c2)cc1	-23%	-0.6%	6%	x	-13%	5%	1	-19%	4%	-32%
CC(=N)c1c(O)cc(C)oc1=O	x	x	1%	-6%	x	x	x	-7%	x	-6%
Cc1cccnc1NC(=O)c1ccc2c(c1)NC(=O)C(C)S2 (configuration not stated)	u	-0.6%	3%	-2%	-2%	x	3	15%	6%	7%
CCN(CC(=O)Nc1ccc(NC(C)=O)cc1)C(=O)c1ccccc1SCC(=O)N1CCCC1	-21%	-0.3%	8%	-3%	12%	x	-1	-1%	3%	22%
C=CCn1c(C)nnc1SCC(=O)N1CCN(S(=O)(=O)c2ccccc2)CC1	9%	-1.2%	0%	-1%	11%	-7%	2	-2%	-1%	-6%
O=c1ccc(/C=C/c2ccccc2)nn1Cc1ccccc1	-6%	-0.8%	-7%	-3%	x	25%	7	-27%	-5%	-23%
Cc1nc2c(-c3ccc(F)cc3)c(C)nn2c(C)c1CCC(=O)N1CCOCC1	-9%	0.2%	3%	-5%	-2%	-7%	u	10%	-1%	-2%
Cn1c(=O)oc2cc(S(=O)(=O)N3CCC(C(=O)NCC4COc5ccccc5O4)CC3)ccc21 (configuration not stated)	-27%	0.3%	0%	-7%	9%	-6%	x	3%	3%	-9%
CN(C(=O)c1ccccc1Cl)c1ccccc1	4%	0.2%	0%[46.1 µM]	-4%	3%	3%	-3	8%	3%	-23%[7.66 µM]
CCS(=O)(=O)C1=NN2C(=N)/C(=C\c3ccc(OC(=O)c4ccco4)c(Br)c3)C(=O)N=C2S1	20%	0.0%	x	x	-4%	u	-1	x	16%	x
COCCNC(=S)Nc1ccc2nc(N3CCCC3)cc(C)c2c1	0%	-1.1%	-2%[46.1 µM]	-2%	-3%	16%	4	-29%	1%	-19%
CS(=O)(=O)c1ccc(Cl)c(NC(=O)Cc2ccccc2F)c1	1%	-0.4%	2%	2%	-6%	-4%	-1	-12%	-1%	-22%
CC(=O)Oc1cccc(C(=O)Nc2c[nH]c(=O)[nH]c2=O)c1	12%	-0.1%	3%	1%	-6%	4%	-1	0%	-1%	-9%
CCCCn1c(=N)c(S(=O)(=O)c2ccc(Br)cc2)cc2c(=O)n3cccc(C)c3nc21	0%	-0.1%	3%	-18%	-2%	6%	23	0%	2%	29%
CCOc1ccc(Nc2cc(C)nc3c(C)cccc23)cc1	1%	-0.6%	0%	-4%	-2%	16%	4	-24%	x	-20%
Cc1nc(Cl)c2c(n1)NC1=C(O2)C(=O)CCC1	-3%	-1.8%	2%[46.1 µM]	u	5%	u	8	-4%	1%	9%
COc1ccccc1N1CCN(C(=O)c2cc(-c3ccc(F)cc3)[nH]c2C)CC1	-15%	0.5%	-43%	-6%	-2%	3%	8	-51%	-1%	u
COc1ccc([N+](=O)[O-])cc1NCC(=O)Nc1cc(S(=O)(=O)N2CCCCC2)ccc1C	u	-0.1%	13%	-5%	-7%	x	0	-20%	-3%	-49%[inhibitor]
COc1ccccc1NC(=O)CCSc1nc(C)cc(C)n1	-5%	-0.6%	3%	1%	5%[11.5 µM]	-6%	-2	-6%	-6%	0%
Cc1ccc(O)c(CNc2cccc3cccnc23)c1	-9%	-0.2%	4%	-1%	2%	8%	3	-47%	4%	5%
CCOC(=O)NS(=O)(=O)c1ccc(CCNC(=O)c2cc(C)on2)cc1	-4%	-1.0%	1%[46.1 µM]	-2%	-6%	7%	-1	11%	-7%	-4%
CCOc1cc(N2CCOCC2)c(OCC)cc1NC(=O)COc1ccc2ccc(=O)oc2c1	u	-1.0%	1%[46.1 µM]	x	5%	4%	-3	x	1%	x
CC12CCC(C(=O)N3CCN(C(c4ccccc4)c4ccccc4)CC3)(OC1=O)C2(C)C (configuration not stated)	u	-0.1%	6%	-4%	2%	3%	2	-42%	-5%	-16%
Cn1c(N)c(-c2nc3cccnc3n2C)sc1=S	u	0.1%	-22%	-8%	0%	-28%	-11	-44%	4%	6%
Cc1cccc(C2C3=C(CCCC3=O)N=C3c4ccccc4C(=O)C32)c1 (configuration not stated)	-8%	3.4%	-2%	2%	-8%	-1%	u	-51%	-6%	7%
CCN(CC(=O)Nc1c(F)cccc1F)C(=O)C1(c2ccccc2)CC1	-3%	0.4%	6%	1%	10%	-4%	2	-67%	-6%	2%
CCOC(=O)C1=C(C)N=C2SC=C(C)N2C1c1ccc(OC)cc1 (configuration not stated)	-15%	0.3%	2%	-3%	5%	12%	1	11%	-2%	0%
CN(C(=O)c1ccccc1Cl)C1CCCCC1	4%	-0.5%	1%	-5%	-6%	7%	6	13%	6%	3%
O=S(=O)(Nc1ccccn1)c1ccc(Cl)c2ccccc12	1%	-1.0%	-9%	-2%	2%	12%	13	-28%	-4%	15%
O=C(C1CCN(c2ncnc3c2sc2cccc(F)c23)CC1)N1CCOCC1	-22%	-0.3%	-1%	-3%	4%	0%	u	-24%	-5%	-24%
Cc1cccc(C)c1OCC(O)CN1CCN(c2ccccc2)CC1 (configuration not stated)	-2%	0.0%	4%	-4%	-3%	6%	3	0%	19%	-24%
COc1ccc(NC(=O)CSc2ccc3nnc(-c4ccccn4)n3n2)cc1	-2%	0.5%	-2%	x	16%	20%	0	-4%	1%	u
O=C(COC(=O)C12CC3CC(CC(O)(C3)C1)C2)Nc1ccc(Cl)c(S(=O)(=O)N2CCOCC2)c1	-22%	0.0%	4%	1%	-4%	x	x	1%	0%	-29%
O=C(CN1C(=O)NC(CCc2ccccc2)C1=O)Nc1cccc(Br)c1 (configuration not stated)	-1%	-1.8%	-5%	-2%	2%	x	x	-20%	1%	0%
CC(=O)c1ccc(S(=O)(=O)N2CCN(CC#N)CC2)cc1	-3%	0.3%	-1%	-10%	-4%	9%	-3	-9%	2%	0%
O=C(COc1cccnc1[N+](=O)[O-])Nc1cccc(S(=O)(=O)N2CCOCC2)c1	-2%	0.0%	5%	-1%	21%	4%	-7	12%	-5%	-2%
COc1ccccc1C(=O)NCCC(=O)N(C)CC(=O)Nc1c(Cl)cccc1Cl	-4%	-0.2%	3%	-1%	-11%	x	0	8%	7%	29%
CCCOC(=O)/C(=C\c1ccc([N+](=O)[O-])o1)NC(=O)c1ccccc1	-1%	-0.1%	-7%[46.1 µM]	-1%	0%	-6%	2	-84%[inhibitor]	u	-13%
CCCCCn1c(CN2CC(C)OC(C)C2)nc2c1c(=O)n(C)c(=O)n2C (configuration not stated)	11%	-0.3%	-3%	-5%	-4%	0%	4	1%	5%	-12%
CC(C)Nc1c(N)c(=O)oc2ccccc12	-1%	-0.2%	1%	-3%	3%	-4%	2	-26%	-4%	-4%
CCn1c(SCC(=O)N/N=C/c2c[nH]c3ccccc23)nnc1-c1ccc(C)cc1	u	-0.3%	5%	-7%	-1%	0%	-4	-7%	3%	5%
O=C(O)CCCNC(=O)CCCNC(=O)C(c1ccccc1)c1ccccc1	25%	-0.6%	-1%[46.1 µM]	0%	-1%	7%	0	0%	-1%	-6%
COc1ccc(Cl)cc1NC(=S)N1CCN(c2ccccn2)CC1	-11%	0.5%	-8%	-9%	3%	-18%	1	-17%	-6%	-13%
COc1cc(-n2nc(C)c3c2OC(N)=C(C#N)C3c2ccccc2)c(Cl)c(Br)c1O (configuration not stated)	u	-0.2%	0%	-8%	-8%	-5%	2	-47%	u	20%
Cc1ccnc(SCC(=O)N2CCCc3ccccc32)n1	18%	-0.7%	2%	-3%	3%	-5%	2	24%	4%	0%
Cc1ccc(C)c(S(=O)(=O)NCc2ccc(C(=O)N3CCN(c4ccccc4)CC3)cc2)c1	u	-1.0%	1%	-9%	0%	4%	-3	-37%	4%	0%
Cc1onc(-c2c(Cl)cccc2Cl)c1C(=O)Nn1cnnc1	-2%	-0.9%	-9%	-1%	3%	-1%	1	-41%	-4%	10%
O=C(NC1(C(F)(F)F)NC(=O)N(C2CCCCC2)C1=O)c1cccs1 (configuration not stated)	-1%	-0.1%	-5%	-11%	-1%	-6%	3	-2%	-4%	14%
Cc1ccc2c(c1)CCCN2C(=O)NC1CCCCC1	-9%	0.1%	10%	-5%	5%	2%	29	-7%	7%	-7%
CSc1nc(-c2ccccc2)nn1C(=O)c1ccc(Cl)cc1	u	-0.6%	-1%	-3%	6%	9%	x	50%	2%	6%
